# Assay outcomes from PubChem.
# SW480 rerep – inducers of DNA re-replication in SW480 colon cancer cells | SW480 DNA re-replication, Hoechst DNA content imaging, 48 h | Potency, µM (titrated, usually from 46.1 µM), inactives show top-dose re-replication activation, most hits filed as activators | 340,000 tested, 1.8% active; further: potency means the concentration at half of the fitted maximal effect; % of control where 0% means no effect; nearly all actives have a fitted effect of over 55% in size
#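 DNA re-replication was detected as more nuclei of elevated Hoechst intensity after 48 hr exposure to compound (23 nL pinned per well of 250 cells).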
# IL-1B inflam inh – blocks inflammasome-driven IL-1 beta release | THP-1 LPS/ATP IL-1B secretion, AlphaLISA, 16 h; hits give low values | activity change, % at 57.5 µM | 360,000 tested, 4.7% active; in the data active means activity change below about -50%; inconclusive means mostly about -30% to -49%; further: on the % scale 0 is the no-effect control and ±100 the full control effect
#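 THP-1 cells pretreated 1 hr with compounds (up to 57.5 uM final), then stimulated with LPS (250 ng/mL final) plus ATP (1.25 mM final); secreted IL-1B measured by AlphaLISA after 16 hr, decreased signal indicating inhibition.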
# KB-3-1 tox – kills parental KB-3-1 adenocarcinoma cells; 400,000 tested, 1.4% active; KB-3-1 viability, CellTiter-Glo ATP luminescence, 72 h; Potency, µM (doses to about 46.1 µM), for inactives: at the highest dose activity change, negative = cytotoxic, actives largely listed as cytotoxic; further: potency means the concentration at half of the fitted maximal effect; on the % scale 0 is the no-effect control and ±100 the full control effect; nearly all actives have a fitted effect of over 60% in size
#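 Screening of KB-3-1 cells (DMEM, 10% FBS, phenol-red free) ran from lowest to highest compound concentration; after 72 h at 37 °C viability was read luminescently and curves fitted.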
# MCF10A rereplic – inducers of DNA re-replication in MCF 10A breast cells; MCF 10A DNA re-replication, Hoechst nuclear intensity, 48 h; Potency, µM (doses to about 46.1 µM), for the others: at the top dose activity, positive = re-replication, hits mostly activators; 350,000 tested, 2.9% active; AID 624296; further: potency means the concentration at half of the fitted maximal effect; % of control where 0% means no effect; nearly all actives have a fitted effect of over 50% in size
# HT1080 IDH1KD tx – HT-1080 IDH1 knockdown cell toxicity (counter line). HT-1080 IDH1 knockdown viability, ATP luminescence, 48 h. Potency, µM (top dose mostly 46.1 µM), without a hit: at the highest dose activity, negative = toxicity, usual class: cytotoxic. 360,000 tested, 2% active. AID 686971;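 further: potency means the concentration at half of the fitted maximal effect; 0% = DMSO wells and -100% = cell-free medium wells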
#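 Using the IDH1-knockdown HT-1080 line run in the same batch and compound series as the NT line, viability after 48 h at 37 °C was determined by CellTiter-Glo luminescence and expressed as % activity.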
# HepG2 viability – kills HepG2 cells in TGF-b inhibitor counter-screen | HepG2 CAGA-GFP viability, ATP luminescence, 18 h | 410,000 tested, 0.76% active | AID 588856 | Potency, µM (titrated, usually from 46.1 µM), for inactives: at the highest dose activity change, negative = cytotoxicity, actives largely listed as cytotoxic; further: potency means the concentration at half of the fitted maximal effect; some results filed as inactive show a strong effect at the top dose
#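 CellTiter-Glo luminescence gave cytotoxicity after 18 hours at 37 degrees C. The cells were HepG2 CAGA-GFP in 1% FBS DMEM, stimulated with 500 pg/mL TGF-beta after compound addition. %Activity was normalised to no-cell wells (complete cell-killing) and DMSO (no toxicity), and curves were fitted and classified.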
# ATXN viability – cell viability loss in ATXN counter-screen. 400,000 tested, 0.49% active. S2 cells (HEK-293 line with an ATXN2-luciferase reporter) viability, CellTiter-Fluor protease fluorescence, 24 h. Potency, µM (series often up to 56.7 µM), actives largely listed as cytotoxic. AID 651635; further: potency means the concentration at half of the fitted maximal effect; nearly all actives have a fitted effect of over 40% in size
# HT1080NT lethal – kills 2HG-producing HT-1080-NT fibrosarcoma cells | 360,000 tested, 1.6% active | Potency, µM (top dose mostly 46.1 µM), inactives show at the top dose activity, negative = less viability, usual class: cytotoxic | HT-1080-NT fibrosarcoma viability, CellTiter-Glo ATP luminescence, 48 h;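 further: NT is the 2HG producing partner of a matched IDH1 knockdown line; potency means the concentration at half of the fitted maximal effect; 0% = DMSO-treated cells and -100% = media-only wells without cells; nearly all actives have a fitted effect of over 55% in size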
#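 Viability by CellTiter-Glo luminescence after 48 h compound exposure at 37C of HT-1080-NT cells (750/well, RPMI, 5% FBS). % activity scaled between DMSO wells and medium-only wells, then curve-fitted and categorized by curve class.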
# ATXN2 expr inh – ATXN2 expression inhibition | 360,000 tested, 0.72% active | Potency, µM (doses to about 57 µM), inactives show at the highest dose activity change, negative = inhibition, usual class: inhibitors | HEK-293 ATXN2-luciferase reporter, luminescence, 24 h | AID 1745845; further: potency means the concentration at half of the fitted maximal effect; on the % scale 0 is the no-effect control and ±100 the full control effect; nearly all actives have a fitted effect of over 55% in size
#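 ATXN2-luciferase reporter cells (luciferase flanked by upstream and downstream ATXN2 gene portions) were treated 24 h at 37 °C with compounds at up to 57 uM. SteadyGlo luminescence gave expression; GF-AFC fluorescence gave viability.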
# * hit, by the source's call; i = inactive; ? = inconclusive; . = not tested or not shown; & = joins results of further samples; [ ] = dose if it differs, or a comment. Unless noted, the call rests on the fitted dose curve; in most records, active means well fitted curve in the direction sought with a large enough effect; inconclusive means small, poorly fitted or top-dose-only effect, or another doubt; inactive means no such curve, though single readings can be large; an effect the other way counts as inactive or inconclusive.
SMILES,SW480 rerep,IL-1B inflam inh,KB-3-1 tox,MCF10A rereplic,HT1080 IDH1KD tx,HepG2 viability,ATXN viability,HT1080NT lethal,ATXN2 expr inh
Cc1ccc(CNC(=O)C2CCN(S(=O)(=O)c3ccc4nc5c(c(C(=O)O)c4c3)CC(C)CC5)CC2)cc1 (stereo not given),-4%,2,2%&7%,-3%,4%,1%&4%,i,-1%,-7%
CCOC(=O)Cc1c(C)nc2c(-c3ccccc3)c(C)nn2c1C,0%,-1,0%,?,-3%,-7%,i,-12%,7%
Cc1ccc(NC(=S)NNS(=O)(=O)c2ccc3ccccc3c2)cc1Cl,2%,4,16%,?,13%,1%,i,10%,-1%
CC(=O)Nc1ccc(NC(=O)c2cc(-c3cc(C)cc(C)c3O)n[nH]2)cc1,-24%,-5,?,10%,-11%,-6%,i,-7%,.
O=C(/C=C/c1ccc(F)cc1)c1ccccc1Br,.,?,23µM*,?,?,-105%,?,-18%,-20%
O=C(Nc1ccc(Oc2ccccc2)cc1)c1csc([C@@H]2O[C@H](CO)[C@@H](O)[C@H]2O)n1,.,71,-1%,.,7.3µM*,4%,?,?,-18%
CCc1ccc(OCC(=O)NC2CC(C)(C)NC(C)(C)C2)cc1,3%,-11,1%,20%,-1%,-19%,i,0%,-1%
CC(C)(C)C(=O)Cn1nnc(-c2ccc(C(F)(F)F)cc2)n1,-7%,30,-3%,3%,0%,2%,i,0%,.
CCn1ncc(C2=NOC(C(=O)Nc3c(C)nn(Cc4ccc(F)cc4)c3C)C2)c1C (stereo not given),-2%,11,-12%,11%,-1%,2%,i,?,-21%
Cc1cccc(C2CC(=O)Oc3c2c(=O)n(C)c2ccccc32)c1 (stereo not given),.,.,1%,.,.,10%,i,.,3%
COc1ccc(N2CC(O)=C(c3nc(-c4ccc(F)cc4)cs3)C2=N)cc1OC,17%,-1,-4%,0%,-14%,40%,i,-2%,-17%
Cc1ccc(NC(=O)C2CCCN2S(=O)(=O)c2ccc3c(c2)CCCC(=O)N3)cc1Cl (stereo not given),.,.,-10%,.,.,-8%,i,.,-21%
O=C(OCCOc1cccc(Cl)c1)c1ccc2ncsc2c1,-1%,22,3%,3%,2%,6%,.,9%,21%
CCc1nc(OCc2ccccc2)c2sc3nc4c(cc3c2n1)COC(C)(C)C4,0%,-8,-19%,-5%,7%,-30%,i,14%,12%
COCCNC(=O)Cn1c(=O)oc2cc(S(=O)(=O)N3CC(C)CC(C)C3)ccc21 (stereo not given),2%,-15,-1%,2%,12%,-9%,i,13%,-3%

# An excerpt of the results above, for reference:
SMILES,SW480 rerep,IL-1B inflam inh,KB-3-1 tox,MCF10A rereplic,HT1080 IDH1KD tx,HepG2 viability,ATXN viability,HT1080NT lethal,ATXN2 expr inh
Cc1ccc(CNC(=O)C2CCN(S(=O)(=O)c3ccc4nc5c(c(C(=O)O)c4c3)CC(C)CC5)CC2)cc1 (stereo not given),-4%,2,2%&7%,-3%,4%,1%&4%,i,-1%,-7%
CCOC(=O)Cc1c(C)nc2c(-c3ccccc3)c(C)nn2c1C,0%,-1,0%,?,-3%,-7%,i,-12%,7%

# Additional results:
SMILES,SW480 rerep,IL-1B inflam inh,KB-3-1 tox,MCF10A rereplic,HT1080 IDH1KD tx,HepG2 viability,ATXN viability,HT1080NT lethal,ATXN2 expr inh
CCOC(=O)C1CCCN(C(=O)c2ccc(OC)c([N+](=O)[O-])c2)C1 (stereo not given),-6%,9,0%,2%,-6%,-9%,i,-4%,-9%
O=C(OC1CCOC1=O)c1cc(-c2cccs2)nc2ccccc12 (stereo not given),-1%,9,14%,-14%,17%,-2%,.,7%,-5%[11.3 µM]
COc1ccc(C(CNC(=O)c2cccc(S(=O)(=O)Nc3ccc(F)cc3)c2)N(C)C)cc1 (stereo not given),2%,-11,-11%,0%,-10%,-31%,i,-9%,1%
Cc1cc(OCC(=O)OC(C)C(=O)Nc2ccc(N3CCOCC3)cc2)ccc1Cl (stereo not given),5%,4,-1%,10%,4%,-5%,i,4%,2%
O=C(Cc1c[nH]c2ccccc12)Nc1nccs1,-9%,7,0%,4%,-6%,5%,i,-6%,8%
COc1cccc(-c2n[nH]c3c2CCC3)c1,-9%,7,10%,-1%,11%,-12%,i,24%,18%
COc1ccc(OC)c(-n2nnnc2SCC(=O)NCCc2ccccc2)c1,7.3µM*,-9,1%,5.8µM*,9%,8%,i,7%,3%
COC(=O)c1cc(NS(=O)(=O)c2ccc(OC)c(OC)c2)ccc1Cl,-4%,25,-3%,3%,-5%,-4%,i,-5%,14%
CS(=O)(=O)N1CCc2cc(C(=O)NCCc3ccccc3)ccc21,.,.,-11%,.,.,0%,i,.,21%
Cc1ccnc(NS(=O)(=O)c2ccc(NC(=O)c3ccc([N+](=O)[O-])s3)cc2)n1,18µM*,-21,15µM*,12µM*,?,11µM*,i,?,?
CCOC(=O)c1nnc2ccnn2c1N,2%,8,0%,7%,-3%,-2%,i,1%,5%
N#CCN1CCN(CC(=O)c2ccc(Br)cc2)CC1,-6%,9,-19%,4%,6%,25%,i,?,?
Cc1cc(C)n2nc(C(=O)N(C)C(c3ccccc3)c3ccccc3)nc2n1,3%,18,14%,7%,0%,0%,i,-10%,2%
COc1ccc(CNC(=O)COC(=O)[C@@H]2CCCN2C(=O)c2cccs2)cc1,-1%,-4,4%,-1%,3%,-2%,i,0%,-11%
Cc1cccc(OCc2nc(C#N)c(NCc3ccc4c(c3)OCO4)o2)c1,0%,-14,-12%,?,?,-35%,i,-12%,-9%
O=C(CN1CCOCC1)N1c2ccccc2Sc2ccc(Cl)cc21,.,37,1%,.,9%,-3%,i,12%,.
CCN1C(=O)c2ccccc2Sc2ccc(C(=O)NCCCN3CCCCC3)cc21,5%,?,-4%,19%,?,-23%,i,?,8%
NC(=O)C1CCN(C(=O)CSc2nc3ccccc3[nH]2)CC1,0%,3,18%,-1%,6%,0%,i,6%,2%
Cc1cc(C)c(S(=O)(=O)NCc2ccc3c(c2)OCO3)c(C)c1,0%,3,20%,2%,-26%,2%,.,5%,-3%
O=C(CCNC(=O)c1ccc(Br)cc1)Nc1cccc(S(=O)(=O)N2CCCC2)c1,-3%,-2,-4%,13%,5%,-21%,i,-3%,-6%
Cc1ccc(CSc2nnc(SCC(=O)N/N=C/c3ccc(C(=O)O)cc3)s2)cc1,14%,7,21%,25%,-3%,5%,i,11%,?
COc1ccc(OC)c(CNC(=O)C2CCC(=O)N(CCCN3CCCC3=O)C2)c1 (stereo not given),6%,-10,.,-5%,2%,-41%,i,-2%,10%
O=C(CCC(=O)Nc1cccnc1)Nc1cccnc1,0%,-1,0%,2%,11%,0%,i,3%,.
CCOc1cc(/C=C(\CC(=O)O)c2nc3ccccc3s2)ccc1OCC(=O)Nc1cccc(C(F)(F)F)c1,-6%,-8,8%,?,-15%,-1%,?,-9%,-8%
COc1ccccc1N(C)S(=O)(=O)c1ccc(C(=O)NC2CCCCCC2)cc1,?,-13,0%,?,-13%,9%,i,-25%,1%
C=CCN([C@H](C(=O)OC)C(C)C)S(=O)(=O)CCNCc1ccccc1,-61%[inhibitor],-2,0%&-8%,4%,9%,-20%&-28%,i,-2%,-8%
COc1ccc(/C=N/NC(=O)Cc2csc(Nc3cccc(C(F)(F)F)c3)n2)c(OC)c1,-1%,-29,5%,?,-3%,-15%,i,-21%,1%
Cc1cc(C)cc(N(CCC(=O)Nc2nnc(C3CC3)s2)S(=O)(=O)c2ccc(Cl)cc2)c1,23µM*,16,?,?,?,-6%,i,-20%,-11%
CN(CCc1ccccc1)C(=O)c1cccc(NC(=O)Cc2cccc(NC(=O)C3CCCN(C(=O)c4ccccc4)C3)c2)c1 (stereo not given),4%,15,?,-2%,-3%,-5%,?,-3%,4%
Cn1cnc2c1c(=O)n(Cc1cccc(F)c1)c(=O)n2C,-7%,-9,3%,-3%,3%,14%,?,-2%,.
COc1cccc(/C=N/Nc2nc3ccccc3[nH]2)c1O,?,-55*,5.8µM*,?,12µM*,-76%,?,?,.
Cc1cccc(NC(=O)C2(c3cccs3)CCOCC2)c1,0%,10,6%,-5%,-1%,14%,i,9%,-18%
CC(C)c1ccc(NC(=O)NCc2ccccn2)cc1,3%,-9,2%,-1%,21%,-2%,i,21%,20%
C=CC(COCc1ccccc1)N([C@@H](Cc1ccccc1)C(=O)OC)S(=O)(=O)c1ccccc1Br (stereo not given in full),4%,12,?,5%,-9%,-20%&-1%,i,-5%,2%
COc1ccc(NC(=S)N2CCOCC2)c(OC)c1,0%,5,8%,11%,24%,-1%,i,11%,0%
Cc1ccc(C(=O)n2nnc3ccccc32)cc1[N+](=O)[O-],-3%,24,0%,-5%,7%,-8%,i,14%,-4%
CCCNC(=O)c1ccc(-c2nn(C)c(=O)c3ccccc23)cc1,0%,-3,-1%,-1%,3%,0%,i,9%,4%
CCCCc1c(O)nc2sccn2c1=O,-2%,17,7%,0%,10%,28%,?,10%,5%
COc1cccc(-n2cnc3sc(-c4ccccc4)cc3c2=O)c1,3%,-7,18%,6%,23%,0%,i,25%,25%
CCC(C)C(=O)OC1CCC=C2C=CC(C)C(CCC3CC(O)CC(=O)O3)C21 (stereo not given),?,68,13µM*,21%,?,-39%,i,12µM*,10%
CC(=O)c1cccc(NC(=S)NC(=O)c2cccc(Cl)c2)c1,-7%,-18,-15%,3%,-1%,-10%,i,1%,62%[activator]
Cc1ccc(NC(=O)C2COc3ccccc3O2)cc1 (stereo not given),-3%,-10,-1%,-7%,4%,-2%,i,0%,.

# An excerpt from above, reduced to IL-1B inflam inh and MCF10A rereplic:
Molecule | IL-1B inflam inh | MCF10A rereplic
CCCNC(=O)c1ccc(-c2nn(C)c(=O)c3ccccc23)cc1 | -3 | -1%
COc1cccc(/C=N/Nc2nc3ccccc3[nH]2)c1O | -55* | ?
